OX1R antag: antagonists of human orexin 1 receptor (OX1R). OX1R-expressing cells, FRET antagonist read-out. inhibition, % at 6.6 µM. actives 1.8% (n = 330,000); in the data active = inhibition mostly above about 38%, no sharp cut-off; inactive = mostly below about 40%;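 note: 0% = agonist challenge alone and 100% = reference antagonist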
Target sequence (O43613 whole entry, looked up): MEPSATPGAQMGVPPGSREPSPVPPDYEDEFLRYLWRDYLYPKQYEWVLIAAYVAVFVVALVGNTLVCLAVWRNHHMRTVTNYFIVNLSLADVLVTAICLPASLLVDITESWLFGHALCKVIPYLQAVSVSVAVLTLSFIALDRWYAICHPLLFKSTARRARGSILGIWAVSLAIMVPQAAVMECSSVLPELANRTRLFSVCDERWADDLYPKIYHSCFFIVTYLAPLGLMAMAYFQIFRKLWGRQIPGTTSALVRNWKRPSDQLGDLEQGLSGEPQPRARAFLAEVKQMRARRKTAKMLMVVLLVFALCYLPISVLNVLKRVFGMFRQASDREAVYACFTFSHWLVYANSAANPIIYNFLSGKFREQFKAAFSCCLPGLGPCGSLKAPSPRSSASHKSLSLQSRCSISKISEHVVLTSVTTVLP
STK33 inh: inhibitors of purified STK33 kinase, primary screen, biochemical, ADP-Glo luminescence, homogeneous, cell-free | MBP phosphorylation | Serine/threonine-protein kinase 33 (Homo sapiens), Q9BYT3 | inhibition, % at 10 µM | actives 0.073% (n = 320,000);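 active = inhibition at or above 25%, using the most active replicate where run in duplicate; inactive = inhibition below 25%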
Target sequence (Q9BYT3 whole entry, looked up): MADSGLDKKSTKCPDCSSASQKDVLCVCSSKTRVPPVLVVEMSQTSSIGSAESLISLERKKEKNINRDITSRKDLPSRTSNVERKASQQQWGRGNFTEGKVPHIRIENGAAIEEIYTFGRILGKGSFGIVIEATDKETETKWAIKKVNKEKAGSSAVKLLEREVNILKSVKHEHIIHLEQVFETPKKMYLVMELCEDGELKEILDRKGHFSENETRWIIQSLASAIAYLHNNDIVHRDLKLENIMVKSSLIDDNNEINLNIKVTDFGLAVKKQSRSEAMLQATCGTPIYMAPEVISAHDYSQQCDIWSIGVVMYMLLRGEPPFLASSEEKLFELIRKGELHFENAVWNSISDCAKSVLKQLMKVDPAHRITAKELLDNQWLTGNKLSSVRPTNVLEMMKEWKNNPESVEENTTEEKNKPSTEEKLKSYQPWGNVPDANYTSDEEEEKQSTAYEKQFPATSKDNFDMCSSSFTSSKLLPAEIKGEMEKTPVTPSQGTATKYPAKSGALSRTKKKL
KCNQ2 block: KCNQ2 potassium channel inhibitors, primary screen, cell-based, CHO-K1, FluxOR thallium flux, B-score (AID 2156). Potassium voltage-gated channel subfamily KQT member 2 (Rattus norvegicus), O88943. 20 min; active compounds read low. B-score at 10 µM. actives 1.1% (n = 310,000);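 active = fluorescence ratio B-score at most minus 3 library SDs, with starting brightness B-score within 2 library SDs, cut at about -5.5 in these data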
An asterisk follows results filed as active; i = inactive; . = no result given.

Second line of a record: OX1R antag	STK33 inh	KCNQ2 block
CC(C)CC1(C)NC(=O)N(CC(=O)N2C(C)CCCC2C)C1=O (stereo not given)
 : 3	0.0	.
COc1ccc(Nc2ncc(C(=O)O)c3ccccc23)cc1
 : 8	-0.5	i
O=C(CCCCCCN1C(=O)c2ccccc2C1=O)N1CCC(c2ccccc2)C1 (stereo not given)
 : 24	-0.5	i
Cc1cc(NC(=O)c2ccccc2C)ccc1NC(=O)c1ccccc1Cl
 : 10	-2.8	i
Cc1c(NC(=O)Nc2ccc(Cl)cc2)c(=O)n(-c2ccccc2)n1C
 : 5	-0.9	i
Cc1cc(C(=O)NCc2ccco2)sc1C
 : 7	0.9	.
COc1ccc(C2=Nn3c(nnc3-c3ccccc3F)SC2)cc1OC1CCCC1
 : 23	-0.2	.
Cc1ccc2sc(N(CCN(C)C)C(=O)/C=C/c3cccs3)nc2c1C
 : 4	-1.5	i
CC1CCc2c(sc3nc(CN4CCOCC4)nc(Sc4ccccc4)c23)C1 (stereo not given)
 : 2	-0.6	i
CCCOC(=O)c1ccc(NC(=O)c2ccccc2[N+](=O)[O-])cc1
 : 10	-0.7	i
O=C(O)c1ccc(/C=N/NC(=O)c2ccc(CN3c4cccc5cccc(c45)S3(=O)=O)cc2)cc1
 : 16	-0.6	i
O=C(Cc1ccccc1)NN1C(=O)C2C3C=CC(C4CC34)C2C1=O (stereo not given)
 : 14	0.0	i
CCn1c(=O)c(C(C)=O)nc2ccccc21
 : 100*	-1.4	i
O=C(NC12CC3CC(CC(C3)C1)C2)c1cccc(OC(F)F)c1
 : -10	-1.0	i
O=c1c2ccccc2nc(/C=C/c2cccnc2)n1CCc1ccccc1
 : 14	5.8	i
O=C1C(=O)N(CCN2CCOCC2)C(c2cccnc2)/C1=C(/O)c1ccccc1 (stereo not given)
 : 7	0.5	i
COc1ccc(CC(=O)OCC(=O)NCCc2ccccc2)cc1OC
 : -5	1.9	i
COc1ccc(OC)c(S(=O)(=O)Nc2cccc3c(O)cccc23)c1
 : 7	-0.7	i
COc1cc(/C=N/NC(N)=S)ccc1OCC(=O)Nc1ccc(C)cc1
 : 14	0.9	i
CN(Cc1cccs1)c1nc(-c2cccnc2)nc2ccccc12
 : 15	-0.2	i

(list continues)
Second line of a record: OX1R antag	STK33 inh	KCNQ2 block
CCOC(=O)c1c(NC(=O)COC(=O)c2ccccn2)sc(C(=O)N(C)C)c1C
 : 17	-1.1	i
Cc1nc(-c2ccc(F)cc2)c(CC(=O)N(C)CC(=O)Nc2ccccc2C(F)(F)F)s1
 : 8	-0.3	i
Cc1nc2ccc(NC(=S)NC(C)C)cc2nc1C
 : 19	1.0	i
CN(CC(=O)Nc1ccc(F)cc1)C(=O)CNC(=O)C1CCCCC1
 : 6	0.5	.
CCOC(=O)c1cnn(-c2ccc(C(C)C)cc2)c1NC(=O)C1CCC1
 : 32	-0.7	i
COc1ccccc1-n1cnc(N)c1C(C)=O
 : 15	1.0	i
CCCc1cc(CNC(=O)C2CCC(=O)N(CCc3cccc(F)c3)C2)on1 (stereo not given)
 : 17	0.1	i
COc1ccc(NC(=O)c2ccc(-n3cccn3)c([N+](=O)[O-])c2)cc1
 : 18	1.6	i
CC(=O)NCCCc1nc2ccccc2n1Cc1ccccc1F
 : 11	1.9	i
CC(C)(C)OC(=O)N1CCCC1C(=O)O (stereo not given)
 : 13	-1.4	i
CC(=O)Nc1scc(C)c1-c1nc2ccccc2s1
 : 13	-4.4	i
CCC(=O)c1cc2c(cc1NC(=O)c1cccs1)OCCO2
 : 22	-2.0	i
COC(=O)Nc1snnc1C
 : 8	-1.5	i
COc1ccc(-n2c(CN3CCC(C(N)=O)CC3)nc3ccc([N+](=O)[O-])cc3c2=O)c(OC)c1
 : 38	-0.5	i
O=[N+]([O-])c1ccc2[nH]c(O)c(N=NC3CCS(=O)(=O)C3)c2c1 (stereo not given)
 : 17	0.4	i
O=C(O)c1ccccc1OCc1ccccc1Cl
 : 9	-1.1	i
O=C(/C=C/c1cccs1)Nc1nccs1
 : 7	-1.6	i
COC(=O)c1ccc(CSc2nc3c(c(=O)n2-c2ccc(Br)cc2)SCC3)o1
 : 26	-0.9	i
Cc1cc(Cl)ccc1Nc1ncccc1C(N)=O
 : 39	-1.4	i
COc1ccc(C2=Nn3c(C)nnc3SC2)cc1
 : 16	-1.5	i

New compounds follow:
Second line of a record: OX1R antag	STK33 inh	KCNQ2 block
CC(C)(C)c1cc[n+](/C(C(=S)Nc2ccccc2F)=C(/[O-])c2ccc3c(c2)OCCO3)cc1
 : 22	-0.5	i
Cc1nc2nc(N)nn2c(C)c1C/C=C/c1ccccc1
 : 16	-0.1	i
COc1cc(NC(=O)[C@@H]2CCCN2S(=O)(=O)c2cccc3cccnc23)cc(OC)c1OC
 : 28	-1.9	.
O=C(NC1CCCCC1)c1cccc(S(=O)(=O)N2CCOCC2)c1
 : 13	-2.9	i
COc1ccccc1Cc1noc(COc2cccc(C)c2C)n1
 : 21	-0.9	i
O=C(c1ccc(CS(=O)c2ccc(F)cc2)o1)N1CCN(C2CCCCC2)CC1 (stereo not given)
 : 21	0.8	i
O=C(C1CCN(C2CCN(Cc3ccc4c(c3)CCO4)CC2)CC1)N1CCCC1
 : 3	-0.2	i
COc1cc(C(=O)Nc2ccc(S(=O)(=O)Nc3nccc(C)n3)cc2)cc(OC)c1OC
 : 26	1.2	i
COc1ccc(C(C)(C)C)cc1NS(=O)(=O)c1cccc2cccnc12
 : .	0.1	i
CCN(c1ccccc1)S(=O)(=O)c1ccc(Cl)c(C(=O)NCCc2ccc(OC)cc2)c1
 : 25	.	i
CCOc1ccc(C(=O)NCC(=O)NCC(c2ccco2)N2CCCCC2)cc1OCC (stereo not given)
 : 15	-2.1	i
COc1cc(C)ccc1OCCOCCOc1cccc2ccc(C)nc12
 : 46	-0.4	i
COc1ccc(-n2cc(-c3ccc(Br)cc3)[nH]c2=S)cc1
 : 2	0.5	i
CCCC(=O)NC(c1ccco1)c1c(O)ccc2ccccc12 (stereo not given)
 : 9	-0.3	i
COc1ccccc1CNC(=O)CSCc1cnn(-c2ccccc2)c1-n1cccc1
 : 15	-1.9	i
O=S(=O)(c1cccs1)N1CCCc2ccccc21
 : 21	-2.6	i
COCCNC(=O)c1ccc2c(c1)CCN2S(C)(=O)=O
 : 2	-1.0	i
CN(C)N1C(N)=C(C#N)C(c2ccccc2)C2=C1CCCC2=O (stereo not given)
 : 6	0.0	i
CCOP(=O)(c1ccccc1Cl)C1(O)CCCCC1 (stereo not given)
 : 4	0.5	i
CSCCC(NC(=O)c1ccco1)C(=O)N(C)CC(=O)Nc1c(Cl)cccc1Cl (stereo not given)
 : 19	-0.3	i

(continued)
Second line of a record: OX1R antag	STK33 inh	KCNQ2 block
Cc1ccc(-c2cn3c(n2)CCCC3)cc1
 : 13	-1.0	i
O=C(O)CCN1CC2([N+](=O)[O-])C=CC(=O)C([N+](=O)[O-])(C1)C2CC(=O)c1ccccc1 (stereo not given)
 : 44	-0.8	i
COc1ccc(C(=O)Nc2cccc(S(=O)(=O)N3CCCC3)c2)cc1S(=O)(=O)N1CCOCC1
 : 8	-1.3	.
CN1CCN(c2ccc([N+](=O)[O-])cc2NC(=O)c2ccco2)CC1
 : 31	-2.1	i
Cc1cccc(NC(=O)NCC(F)(F)F)n1
 : -1	-1.1	i
O=C1c2ccccc2C(=O)N1c1nc2nccc(-c3ccccc3)n2n1
 : 20	-0.3	i
Clc1cccc(NC2=NCCC2)c1
 : 7	-1.8	.
NC(=O)NCc1ccccc1
 : 35	-1.7	i
Brc1ccc2nc3c(n2c1)CCCC3
 : 19	-3.1	i
CC(C)(C)c1ccc(-c2nc3n(c(=O)c2C#N)CCS3)cc1
 : 21	-0.2	i
Cc1ccn(CC(C)C(=O)O)n1 (stereo not given)
 : 19	-0.7	i
CCOC(=O)C1CCCN(C(=O)c2cc3nc(-c4ccc5c(c4)OCO5)cc(C(F)(F)F)n3n2)C1 (stereo not given)
 : 4	2.2	i
O=C(Nc1ccccc1C(=O)NC(Cc1c[nH]c2ccccc12)C(=O)O)c1ccccc1 (stereo not given)
 : 36	-1.4	i
COc1ccc(NC(=O)N(C)C[C@H]2Oc3c(NC(=O)Cc4ccccc4)cccc3C(=O)N([C@H](C)CO)C[C@@H]2C)cc1
 : 4	-1.1	.
Cc1c(Cl)cccc1NC(=S)N1CCC(N(C)CC2CCCO2)CC1 (stereo not given)
 : 16	8.3	i
O=C(Cc1ccccc1)Nc1ccc2oc(-c3cccnc3)nc2c1
 : 0	1.2	i
O=C(CNS(=O)(=O)c1ccccc1)N/N=C/c1ccncc1
 : 7	0.9	.
CC1CCCCC1NC(=O)CN(C)S(=O)(=O)c1cccc2nsnc12 (stereo not given)
 : 84*	-1.0	i
O=C(Cc1ccccc1C(=O)O)Nc1cccc2ccccc12
 : 23	0.2	i
O[C@@H](CNC[C@H](O)c1ccccc1)c1ccccc1
 : 23	-1.4	i

(listing goes on)
Second line of a record: OX1R antag	STK33 inh	KCNQ2 block
N#CC1=C(N)N(c2ccc(Br)cc2)C2=C(C(=O)CCC2)C1c1cccnc1 (stereo not given)
 : 11	-0.6	i
CS/C(=C\[N+](=O)[O-])Nc1ccc(OC(F)(F)F)cc1
 : 1	-0.6	i
COCCOC(=O)C1=C(C)Nc2nc(C)nn2C1c1ccccc1 (stereo not given)
 : 9	-0.7	i
C=CC1C(N2CCOCC2)C(C)(C)S1(=O)=O (stereo not given)
 : 17	-1.1	i
Cc1ccccc1OCCOc1ccc([N+](=O)[O-])cc1/C=N/n1cnnc1
 : 8	-0.4	i
CC(=O)[C@H]1[C@@H]2C(=O)N(c3cccc(Cl)c3)C(=O)[C@@H]2[C@H]2c3ccccc3C=CN21
 : 23	0.8	i
CC(C(=O)O)C1SC(=O)NC1=O (stereo not given)
 : 8	-1.1	i
O=C1c2ccccc2C(O)N1c1ccc(Cl)cc1 (stereo not given)
 : -3	0.1	i
COc1ccc(CC(=O)N2CCN(c3cccc(Cl)c3)CC2)cc1OC
 : 12	-1.0	i
Cc1ccc(S(=O)(=O)N2CCc3ccccc3C2)cc1C
 : .	0.2	i
CCc1nc(SCC(=O)N2CCOCC2)c2c(=O)n(C)c(=O)n(C)c2n1
 : 2	-0.7	i
COc1ccc(NC(=O)CN(C)Cc2cccs2)cc1Cl
 : 10	-0.7	i
O=C(NCCOC(=O)c1ccncc1)c1ccccc1
 : 6	0.1	i
Cc1c(NS(=O)(=O)c2ccc3c(c2)OCCO3)cccc1-c1nc2cccnc2s1
 : 11	1.3	i
O=C(NCCc1cn2ccccc2n1)c1ccccc1F
 : 9	-0.3	i
COC(=O)c1sc(-c2ccc(C(C)(C)C)cc2)cc1NC(=O)/C=C/C(=O)O
 : 23	2.5	i
COc1ccc(CCNC(=O)CS(=O)(=O)c2cn(CC(=O)N3CCOCC3)c3ccccc23)cc1OC
 : 6	-0.9	i
CC1=CCC2C(=O)N(c3ccc(C(=O)N4CCCCCC4)cc3)C(=O)C2C1 (stereo not given)
 : 17	-0.6	i
CC(=O)N1CCc2cc(S(=O)(=O)NCc3ccc(C)cc3)ccc21
 : 24	2.7	i
O=C(NCc1ccccc1)C(c1ccccc1)N(C(=O)c1csnn1)c1ccccc1 (stereo not given)
 : 19	-0.6	i

Two consecutive entries from above:
Second line of a record: OX1R antag	STK33 inh	KCNQ2 block
COC(=O)c1sc(-c2ccc(C(C)(C)C)cc2)cc1NC(=O)/C=C/C(=O)O
 : 23	2.5	i
COc1ccc(CCNC(=O)CS(=O)(=O)c2cn(CC(=O)N3CCOCC3)c3ccccc23)cc1OC
 : 6	-0.9	i

(continued)
Second line of a record: OX1R antag	STK33 inh	KCNQ2 block
CC(=O)Nc1ccc(S(=O)(=O)NC(C)C(=O)NCC(c2ccco2)N2CCCCC2)cc1 (stereo not given)
 : 4	1.7	.
Cc1cnc(C(=O)OCC(=O)N2CCN(C(=O)c3ccco3)CC2)cn1
 : 3	-1.3	i
O=C(Nc1ccncc1)c1ccccc1Cl
 : 2	3.0	i
COc1ccc(CCN2CC(C(=O)NCCN3CCNC3=O)CCC2=O)cc1 (stereo not given)
 : 14	-1.0	i
O=C(Nc1ccc(Cl)c(Cl)c1)Nc1ccc([N+](=O)[O-])cn1
 : 5	3.8	i

Molecules shown so far that have a nitro group on carbon:
Second line of a record: OX1R antag	STK33 inh	KCNQ2 block
CCCOC(=O)c1ccc(NC(=O)c2ccccc2[N+](=O)[O-])cc1
 : 10	-0.7	i
COc1ccc(NC(=O)c2ccc(-n3cccn3)c([N+](=O)[O-])c2)cc1
 : 18	1.6	i
COc1ccc(-n2c(CN3CCC(C(N)=O)CC3)nc3ccc([N+](=O)[O-])cc3c2=O)c(OC)c1
 : 38	-0.5	i
O=[N+]([O-])c1ccc2[nH]c(O)c(N=NC3CCS(=O)(=O)C3)c2c1 (stereo not given)
 : 17	0.4	i
O=C(O)CCN1CC2([N+](=O)[O-])C=CC(=O)C([N+](=O)[O-])(C1)C2CC(=O)c1ccccc1 (stereo not given)
 : 44	-0.8	i
CN1CCN(c2ccc([N+](=O)[O-])cc2NC(=O)c2ccco2)CC1
 : 31	-2.1	i
CS/C(=C\[N+](=O)[O-])Nc1ccc(OC(F)(F)F)cc1
 : 1	-0.6	i
Cc1ccccc1OCCOc1ccc([N+](=O)[O-])cc1/C=N/n1cnnc1
 : 8	-0.4	i
O=C(Nc1ccc(Cl)c(Cl)c1)Nc1ccc([N+](=O)[O-])cn1
 : 5	3.8	i

Bioassay records from PubChem BioAssay.
